High-throughput results as filed in PubChem.
IDE exosite inh = insulin-degrading enzyme (human) exo-site inhibition. purified IDE, FL-6b probe fluorescence polarization; hits give low values. z-score at 20 µM. hit rate 6.3% among 17,000. P14735;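 active = z-score of -3 or lower, meaning strong loss of probe binding signal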;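 also: His-tagged human IDE residues 42-1019 made in E. coli with 30 nM FL-6b probe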
Target sequence (P14735 42-1019 limits assumed): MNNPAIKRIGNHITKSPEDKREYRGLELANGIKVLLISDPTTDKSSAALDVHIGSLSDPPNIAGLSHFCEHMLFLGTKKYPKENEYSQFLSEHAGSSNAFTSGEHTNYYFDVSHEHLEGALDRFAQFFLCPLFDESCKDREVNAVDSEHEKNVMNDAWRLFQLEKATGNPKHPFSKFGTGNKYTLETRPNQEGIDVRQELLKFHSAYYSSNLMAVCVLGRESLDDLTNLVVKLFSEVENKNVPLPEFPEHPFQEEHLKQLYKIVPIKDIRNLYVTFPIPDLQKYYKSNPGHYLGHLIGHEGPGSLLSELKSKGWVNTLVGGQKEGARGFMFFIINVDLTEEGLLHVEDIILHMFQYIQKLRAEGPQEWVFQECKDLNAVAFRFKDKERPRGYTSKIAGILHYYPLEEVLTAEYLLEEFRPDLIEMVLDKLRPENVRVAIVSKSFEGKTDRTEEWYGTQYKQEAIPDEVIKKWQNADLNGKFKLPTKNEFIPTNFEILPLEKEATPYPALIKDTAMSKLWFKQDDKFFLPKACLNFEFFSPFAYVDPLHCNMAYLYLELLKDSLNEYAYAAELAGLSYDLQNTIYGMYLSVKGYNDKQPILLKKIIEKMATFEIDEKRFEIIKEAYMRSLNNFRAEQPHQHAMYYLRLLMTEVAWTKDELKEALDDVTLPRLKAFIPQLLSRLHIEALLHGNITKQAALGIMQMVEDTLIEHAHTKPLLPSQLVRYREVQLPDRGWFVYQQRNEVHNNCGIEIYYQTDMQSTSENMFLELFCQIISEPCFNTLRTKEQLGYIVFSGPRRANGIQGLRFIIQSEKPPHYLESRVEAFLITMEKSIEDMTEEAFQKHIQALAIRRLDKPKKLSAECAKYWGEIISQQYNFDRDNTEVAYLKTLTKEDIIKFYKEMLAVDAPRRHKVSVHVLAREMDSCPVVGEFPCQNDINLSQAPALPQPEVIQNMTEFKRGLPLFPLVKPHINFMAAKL
Active calls of the source: *; & = joins results of further samples; ! = a repeat was not active.

no. | mol | IDE exosite inh
1 | O=C(NC1CCCC1)N1CC(=O)N2[C@H](C1)[C@@H](c1ccc(-c3ccc(F)cc3)cc1)[C@@H]2CO | 1.21
2 | O=C(Cc1ccncc1)N1CC(=O)N2[C@@H](CO)[C@H](c3ccc(Br)cc3)[C@@H]2C1 | -0.33
3 | CN(C)CC#Cc1ccc([C@H]2[C@H](CO)N3CCCCN(C(=O)NC4CCCC4)C[C@@H]23)cc1 | 0.722
4 | CN1c2ccc(-c3ccc(F)cc3)cc2[C@H]2[C@H](CCN2C(=O)Cc2cccnc2)[C@@H]1CO | 1.49
5 | CN(C)CC#Cc1ccc([C@H]2[C@@H](CO)N3CCCCN(CC4CC4)C[C@@H]23)cc1 | -1.72
6 | COc1ccc(S(=O)(=O)N2[C@@H]3CNC[C@H]2C3c2ccc(-c3ccncc3)cc2)cc1 (stereo not given in full) | 3.14&0.452
7 | CO[C@@H]1CN(C)C(=O)c2ccc(NS(=O)(=O)CC(F)(F)F)cc2OC[C@H](C)N(Cc2nccs2)C[C@@H]1C | -1
8 | COCCN(C[C@@H]1N[C@@H](CO)[C@H]1c1ccc(-c2cccnc2)cc1)C(C)=O | 0.846
9 | O=C(NC[C@H]1N[C@H](CO)[C@H]1c1ccccc1)C1CC1 | 0.175
10 | O=C(c1cnccn1)N1CC(=O)N2[C@H](C1)[C@@H](c1ccc(C#CCC3CCCC3)cc1)[C@@H]2CO | 2.67
11 | CS(=O)(=O)N1CCCCN2[C@@H](CO)[C@@H](c3ccc(-c4cccc(C#N)c4)cc3)[C@@H]2C1 | 2.44
12 | CN1c2ccc(-c3cccc(C#N)c3)cc2[C@@H]2[C@@H](CCN2C(=O)Cc2ccccn2)[C@@H]1CO | 0.411
13 | N#C[C@H]1[C@H](c2ccc(-c3cncnc3)cc2)[C@H](CO)N1C(=O)CN1CCOCC1 | 1.19
14 | Cn1cnc(S(=O)(=O)N2C[C@H](O)COC[C@@H]3O[C@H](CC(=O)NCc4cccc(F)c4)CC[C@H]32)c1 | -0.173
15 | C[C@H](CO)N1C[C@H](C)[C@H](CN(C)S(=O)(=O)c2ccc(Cl)cc2)Oc2c(NC(=O)Nc3ccc(F)cc3)cccc2C1=O | 0.971
16 | C[C@H](NC(=O)C[C@@H]1C[C@H]2c3cc(NS(=O)(=O)c4ccc(F)cc4)ccc3O[C@H]2[C@H](CO)O1)c1ccccc1 | -0.542
17 | N#C[C@@H]1[C@@H](c2ccc(C3=CCCC3)cc2)[C@@H](CO)N1S(=O)(=O)c1ccccc1 | 4.55
18 | C[C@@H]1CCCCO[C@@H](CN(C)C(=O)Nc2ccc3c(c2)OCO3)[C@H](C)CN([C@H](C)CO)C(=O)c2cc(NS(=O)(=O)c3ccc(F)cc3)ccc2O1 | 1.56
19 | CCCN(C)C[C@H]1Oc2cc(/C=C/c3ccccc3)ccc2S(=O)(=O)N([C@H](C)CO)C[C@H]1C | -1.54
20 | C[C@@H]1CCCCO[C@@H](CN(C)Cc2ccc(Cl)c(Cl)c2)[C@H](C)CN([C@H](C)CO)C(=O)c2cc(NS(=O)(=O)c3cccs3)ccc2O1 | 0.00909
21 | COCC#Cc1ccc([C@@H]2[C@H](CO)N3CCCCN(C(=O)Nc4cc(F)ccc4F)C[C@@H]23)cc1 | 3.78
22 | N#C[C@H]1[C@@H](c2ccc(-c3cccnc3)cc2)[C@@H](CO)N1C(=O)Nc1ccc(F)cc1 | 0.519
23 | CCCNC(=O)N1C[C@H](C)[C@@H](OC)CN(C)C(=O)c2ccc(NC(=O)CC)cc2OC[C@H]1C | 0.114
24 | CN(C)CC(=O)N[C@@H]1CC[C@H](CCNC(=O)C2CCC2)O[C@H]1CO | 3.7
25 | COc1ccc(-c2ccc(C3[C@H]4CNC[C@@H]3N4C(=O)Nc3ccc(C(F)(F)F)cc3)cc2)cc1 (stereo not given in full) | 4.66&5.94

The closing two entries of the section above come first, to join the parts.
no. | mol | IDE exosite inh
24 | CN(C)CC(=O)N[C@@H]1CC[C@H](CCNC(=O)C2CCC2)O[C@H]1CO | 3.7
25 | COc1ccc(-c2ccc(C3[C@H]4CNC[C@@H]3N4C(=O)Nc3ccc(C(F)(F)F)cc3)cc2)cc1 (stereo not given in full) | 4.66&5.94
26 | COCC(=O)NC[C@@H]1[C@@H](c2ccccc2)[C@H](CO)N1C(C)=O | 4.66
27 | O=C(Nc1ccccc1)N1CCCCN2[C@H](CO)[C@H](c3ccc(C#Cc4cccnc4)cc3)[C@@H]2C1 | -4.15*
28 | CO[C@H]1CC[C@H]2CCOc3c(C#N)cccc3C(=O)N(C)C[C@H](c3ccccc3)CC(=O)N(C)C[C@@H]1O2 | 0.904
29 | COc1cc(CN2C[C@@H]3N[C@H](C2)C3c2ccc(-c3ccc(C#N)cc3)cc2)cc(OC)c1 (stereo not given in full) | -0.741&-0.817
30 | CCCNC(=O)N1[C@@H](C#N)[C@H](c2ccc(-c3ccc(C(=O)N(C)C)cc3)cc2)[C@@H]1CO | -0.567
31 | C[C@H]1CN([C@@H](C)CO)C(=O)c2ccccc2-c2ccccc2CO[C@@H]1CN(C)C(=O)Nc1ccc(-c2ccccc2)cc1 | 1.08
32 | N#Cc1ccc(-c2ccc([C@@H]3[C@H](CO)N4C(=O)CN(C(=O)Cc5ccccc5)C[C@@H]34)cc2)cc1 | 1.57
33 | CC(C)(O)C#Cc1ccc([C@@H]2[C@@H](CO)N3CCCCN(C(=O)c4ccncc4)C[C@@H]23)cc1 | 2.13
34 | C/C=C/c1ccc([C@H]2[C@@H](CO)N(C(=O)C3CCC3)[C@H]2CNC(=O)CN(C)C)cc1 | 3.37
35 | COc1ccc(C#Cc2ccc([C@@H]3[C@H]4CN(C(=O)C5CCOCC5)CC(=O)N4[C@H]3CO)cc2)cc1 | 3.42
36 | N#C[C@@H]1[C@H](c2ccccc2C2=CCCCC2)[C@@H](CO)N1S(=O)(=O)c1ccccc1 | -0.792
37 | CC=Cc1ccc2n(c1=O)C[C@H]1[C@H](CO)[C@@H](C(=O)N(C)C)N(C(=O)CC)[C@@H]21 (mixture of isomers) | 1.45
38 | CN(C)C(=O)C[C@H]1CC[C@@H]2[C@H](COC[C@H](O)CN2C(=O)C2CCOCC2)O1 | 0.0144
39 | CC(=O)N1CCCCN2[C@H](CO)[C@@H](c3ccc(-c4cccc(C)c4)cc3)[C@H]2C1 | -5.65*
40 | N#C[C@@H]1[C@@H](c2ccccc2-c2ccccc2)[C@H](CO)N1C(=O)Cc1ccncc1 | -1.79
41 | COc1ccc(S(=O)(=O)Nc2ccc3c(c2)OC[C@@H](C)NC[C@H](C)[C@@H](OC)CN(C)C3=O)cc1 | -0.798
42 | Cc1cccc(S(=O)(=O)N2C[C@@H]3N[C@H](C2)C3c2ccc(-c3ccncc3)cc2)c1 (stereo not given in full) | 5.68&3.78
43 | C/C=C/c1ccc([C@@H]2[C@@H](CN(C)C(=O)CC)N(S(C)(=O)=O)[C@H]2CO)cc1 | 4.64
44 | O=C(C[C@H]1CC[C@@H]2[C@H](COC[C@@H](O)CN2S(=O)(=O)c2cccc(Cl)c2)O1)N1CCOCC1 | 1.32
45 | N#C[C@@H]1[C@@H](c2ccc(C#CC3CC3)cc2)[C@H](CO)N1S(=O)(=O)c1ccccc1 | 3.92
46 | O=C(NC1CCCC1)N[C@@H]1C=C[C@H](CC(=O)N2CCOCC2)O[C@@H]1CO | 2.36
47 | COc1cccc(-c2ccc3c(c2)[C@H]2[C@H](CCN2S(=O)(=O)C2=NC(C)C=N2)[C@@H](CO)N3C)c1 (stereo not given in full) | 2.23
48 | COCC(=O)N1CCCCN2[C@H](C1)[C@H](c1ccc(C#Cc3ccc(OC)cc3)cc1)[C@@H]2CO | 1.84
49 | CO[C@H]1CN(C)C(=O)c2cc(NC(=O)c3ccc4c(c3)OCO4)ccc2OC[C@H](C)N(CCC(F)(F)F)C[C@H]1C | 1.31
50 | C[C@H](CO)N1C[C@H](C)[C@@H](CN(C)S(=O)(=O)c2cccc(C#N)c2)OCc2cn(nn2)CCCC1=O | -0.427

Filtered by structure, those above containing two or more sulfur atoms
no. | mol | IDE exosite inh
7 | CO[C@@H]1CN(C)C(=O)c2ccc(NS(=O)(=O)CC(F)(F)F)cc2OC[C@H](C)N(Cc2nccs2)C[C@@H]1C | -1
20 | C[C@@H]1CCCCO[C@@H](CN(C)Cc2ccc(Cl)c(Cl)c2)[C@H](C)CN([C@H](C)CO)C(=O)c2cc(NS(=O)(=O)c3cccs3)ccc2O1 | 0.00909

Further entries:
cpd | mol | IDE exosite inh
51 | C/C=C/c1ccccc1[C@H]1[C@@H](CO)N(C(=O)CN2CCOCC2)[C@H]1C#N | -1.9
52 | C[C@@H]1CCCCO[C@H](CN(C)Cc2ccncc2)[C@H](C)CN([C@H](C)CO)C(=O)c2cc(NS(=O)(=O)c3ccc(Cl)cc3)ccc2O1 | 1.19
53 | CN(C)CC#Cc1ccc([C@@H]2[C@@H](CO)N3C(=O)CN(C(=O)c4ccccc4)C[C@@H]23)cc1 | 4.2
54 | CO[C@H]1CN(C)C(=O)c2cc(NS(C)(=O)=O)ccc2OC[C@@H](C)N(Cc2cncnc2)C[C@H]1C | 0.749
55 | COC(=O)C[C@@H]1CC[C@@H]2[C@H](COC[C@@H](O)CN2S(=O)(=O)c2cn(C)cn2)O1 | -0.43
56 | Cc1cccc(-c2ccc([C@H]3[C@@H](CO)N4C(=O)CN(C(=O)NC5CCCCC5)C[C@@H]34)cc2)c1 | -10.1*
57 | N#C[C@H]1[C@@H](c2ccc(C#Cc3ccc(F)cc3)cc2)[C@H](CO)N1C(=O)Nc1ccc(F)cc1 | 4.88
58 | CO[C@H]1CN(C)C(=O)c2cc(NC(=O)C3CCOCC3)ccc2OC[C@H](C)NC[C@H]1C | 0.9
59 | CCCNC(=O)N1[C@H](CO)[C@H](c2ccc(C3=CCCC3)cc2)[C@@H]1CNC(=O)CC | 2.35
60 | CN(C)C(=O)c1cccc(-c2ccc([C@@H]3[C@@H](CO)N4CCCCN(CCC(F)(F)F)C[C@@H]34)cc2)c1 | -0.62
61 | COc1ccc2c3c(n(C)c2c1)[C@H](CO)N(C)CC31CCN(S(=O)(=O)c2cccc(F)c2)CC1 | 0.0827
62 | COc1ccc2c3c([nH]c2c1)[C@H](CO)N(Cc1cc(F)ccc1F)CC31CN(C(=O)C2CCC2)C1 | 0.173
63 | C[C@@H]1CN([C@H](C)CO)C(=O)c2cccc(NS(=O)(=O)c3cn(C)cn3)c2O[C@@H]1CN(C)Cc1ccc(Oc2ccccc2)cc1 | -2.57
64 | CN(C)C(=O)c1cccc(-c2ccc([C@H]3[C@H]4CN(Cc5cccnc5)CCCCN4[C@H]3CO)cc2)c1 | 0.263
65 | C[C@@H]1CN([C@H](C)CO)C(=O)c2c(c3ccccc3n2C)-c2ccccc2CO[C@H]1CN(C)C(=O)[C@H](Cc1ccccc1)N(C)C | -0.802
66 | O=C([C@@H]1[C@@H](CO)[C@@H]2Cn3c(cccc3=O)[C@H]1N2)N1CCc2ccccc2C1 | -0.165
67 | CS(=O)(=O)N1[C@H](C#N)[C@H](c2ccccc2)[C@@H]1CO | 3.1
68 | O=C(C1CCOCC1)N1C[C@@H]2N[C@H](C1)C2c1ccc(/C=C/c2ccccc2)cc1 (stereo not given in full) | -7.59*!
69 | C[C@@H]1CN([C@H](C)CO)C(=O)c2ccccc2-c2ccccc2CO[C@@H]1CN(C)Cc1cccc(C(=O)O)c1 | -0.655
70 | COCC#Cc1ccc([C@H]2[C@H](CO)N3C(=O)CN(C(=O)C4CC4)C[C@@H]23)cc1 | 0.526

IDE exosite inh, entries above that show a hit.
cpd | mol | IDE exosite inh
27 | O=C(Nc1ccccc1)N1CCCCN2[C@H](CO)[C@H](c3ccc(C#Cc4cccnc4)cc3)[C@@H]2C1 | -4.15*
39 | CC(=O)N1CCCCN2[C@H](CO)[C@@H](c3ccc(-c4cccc(C)c4)cc3)[C@H]2C1 | -5.65*
56 | Cc1cccc(-c2ccc([C@H]3[C@@H](CO)N4C(=O)CN(C(=O)NC5CCCCC5)C[C@@H]34)cc2)c1 | -10.1*
68 | O=C(C1CCOCC1)N1C[C@@H]2N[C@H](C1)C2c1ccc(/C=C/c2ccccc2)cc1 (stereo not given in full) | -7.59*!

Some of the compounds tested (hit frequency here may not be typical).
